# NCI-60 one-dose screen, 48 h, at 10 µM unless noted. Numbers give growth in % (100 = growth as untreated, 0 = no growth, -100 = all killed).
# SR = SR leukemia cells | 73,000 tested, 8.7% active
# HS 578T = HS 578T breast cancer; 78,000 tested, 4.1% active
# MDA-MB-468 = MDA-MB-468 breast cancer | 78,000 tested, 8.5% active
# T-47D = T-47D breast cancer | 79,000 tested, 5% active | AID 1794792
# BT-549 = BT-549 breast cancer; 78,000 tested, 4.4% active
# MCF7 = MCF7 breast cancer; 82,000 tested, 6.3% active
# K-562 = K-562 leukemia. 78,000 tested, 7.4% active. AID 1794777
# MDA-MB-231 = MDA-MB-231 breast cancer; 81,000 tested, 5% active
# * hit, by the source's call; nt = no result given; & = joins results of further samples. How the source made its calls: active means growth percent below 10; inactive means the rest.
# The first 4 entries as a preview:
# Each structure is followed by: SR	HS 578T	MDA-MB-468	T-47D	BT-549	MCF7	K-562	MDA-MB-231
(1) C[C@@H]1CN[C@@H](C)CN1
    88	108	116	98	100	96	103	92
(2) CNCCCC1c2ccccc2C=Cc2ccccc21
    nt	nt	46	79	68	89	nt	31
(3) CCC(C)NCC(C)O (configuration not stated)
    nt	109	102	109	101	105	104	106
(4) NS(=O)(=O)c1ccc(C(=O)NN2C(=O)c3ccccc3C2=O)cc1
    105	102	122	98	109	96	101	109

# Main list (from the top)
# Each structure is followed by: SR	HS 578T	MDA-MB-468	T-47D	BT-549	MCF7	K-562	MDA-MB-231
(1) C[C@@H]1CN[C@@H](C)CN1
    88	108	116	98	100	96	103	92
(2) CNCCCC1c2ccccc2C=Cc2ccccc21
    nt	nt	46	79	68	89	nt	31
(3) CCC(C)NCC(C)O (configuration not stated)
    nt	109	102	109	101	105	104	106
(4) NS(=O)(=O)c1ccc(C(=O)NN2C(=O)c3ccccc3C2=O)cc1
    105	102	122	98	109	96	101	109
(5) COc1ccc(/C=C/C(=O)c2ccc3cc(OC)ccc3c2)cc1
    73	97	95	83	100	98	90	101
(6) Cc1ccc2nc(-c3ccc(C(=O)NNC(=S)Nc4ccccc4)cc3)[nH]c2c1
    89	111	99	86	91	80	63	100
(7) CN(C)C/C=C/C(=O)Nc1cn(C2CC2)c2cc(N3CCN(c4nccc(-c5nccs5)n4)CC3)c(F)cc2c1=O
    31	102	68	102	110	73	21	89
(8) Cc1ccsc1[C@@H]1C[C@@H]2Cc3ccccc3N1O2
    93	nt	102	98	100	104	93	104
(9) CCOC(=O)Cn1c(=O)c2c3ccccc3n(C)c2n2nnc(-c3ccccc3)c12
    -51*	82	nt	95	104	82	33	80
(10) Nc1cccc2cccc([N+](=O)[O-])c12
    nt	103	109	113	105	87	nt	nt
(11) COc1ccc(Nc2nn3c(=O)c4cc(SC)ccc4nc3s2)cc1
    89	109	98	75	99	95	nt	105
(12) CCN1C(=O)N(CC)C2C1NN=c1s/c(=C\c3ccccc3Br)c(=O)n12 (configuration not stated)
    14	16	28	86	16	14	13	14
(13) Cc1ccc2nc(-c3ccc(N=Cc4ccccc4O)cc3)sc2c1
    89	102	86	69	nt	77	85	62
(14) O=Cc1ccc([N+](=O)[O-])s1
    63	113	103	83	102	47	75	85
(15) CNC(=O)c1cccnc1
    87	107	106	nt	101	105	nt	102
(16) CC(=O)c1cc(C(=O)N2c3ccccc3Sc3ccccc32)n2c1ccc1ccccc12
    11	55	51	76	53	30	24	97
(17) COc1cc2c(c(OC)c1OC)C(=O)CC(c1cccc(NC(=O)c3cccc(Cl)c3)c1)O2 (configuration not stated)
    40	90	70	39	76	68	51	76
(18) CCC(C)/C=C(C)/C=C/C(=O)C1C(=O)NC(C(O)c2ccc(O)cc2)C1=O (configuration not stated)
    86	100	107	108	97	105	98	103
(19) O=c1[nH]c(-c2ccncc2)nc2sc3c(c12)CCCCCC3
    40	86	99	25	99	77	88	62
(20) O=C(O)c1ccnc(C(=O)O)c1
    89	101	96	98	102	102	94	106

# Overlap with the part before: two entries, then new ones.
# Each structure is followed by: SR	HS 578T	MDA-MB-468	T-47D	BT-549	MCF7	K-562	MDA-MB-231
(19) O=c1[nH]c(-c2ccncc2)nc2sc3c(c12)CCCCCC3
    40	86	99	25	99	77	88	62
(20) O=C(O)c1ccnc(C(=O)O)c1
    89	101	96	98	102	102	94	106
(21) O=C1OCC/C1=C1/NCCNC1=O
    103	96	112	101	114	91	101	102
(22) CCc1cc2ccccc2oc1=O
    109	120	100	124	111	105	102	102
(23) NC(=O)C1CCCCC1C(N)=O (configuration not stated)
    103	131	109	104	nt	94	106	106
(24) CC(=O)C1CCC2C3CC(F)C4=CC(=O)CCC4(C)C3C(O)CC12C (configuration not stated)
    93	122	104	119	91	95	86	99
(25) CC(=O)SCCC(=O)O
    nt	106	97	100	104	96	111	102
(26) Nc1ccc2nc(NC(=O)CN3CCCCC3)sc2c1
    103	102	94	102	100	96	98	108
(27) Clc1cc(Cl)cc(N2N=C(c3ccc(Br)cc3)CC2c2sc(Cl)nc2Cl)c1 (configuration not stated)
    nt	106	95	106	111	97	93	105
(28) CC(=O)C1CC(CC(=O)O)C1(C)C (configuration not stated)
    90&94	99&97	96&106	90	99&84	96&96	100&96	102&107
(29) CCOC(=O)Cc1cc(=O)c2cc(C)ccc2[nH]1
    114	107	101	91	nt	105	92	115
(30) Cc1cc(N)on1
    94	102	105	101	101	99	100	119
(31) N#Cc1ccccc1F
    117	114	101	91	107	108	99	101
(32) COc1ccc(/C=C/C(=O)Nc2ccc(Cl)cc2C)cc1OC
    79	108	96	83	104	84	95	111
(33) COc1ccc(/C=C/C(=O)c2ccc(OCc3ccccc3)c(OC)c2)cc1OC
    36	91	75	68	91	42	nt	89
(34) COc1ccc(Cl)cc1NC(=O)c1cc2c(n1C)-c1nc(NC(=O)C(C)(C)C)sc1CC2
    85	98	97	65	95	79	92	92
(35) C#C[C@]1(O)CC[C@H]2[C@@H]3CC=C4c5nc(Nc6ccccc6[N+](=O)[O-])sc5CC[C@]4(C)[C@H]3CC[C@@]21C
    30	21	71	41	34	57	8.9*	52
(36) COc1ccc(-c2nc(SCCC(C)C)nc(Nc3ccc(C)cc3)c2C#N)cc1
    70	96	111	71	104	87	77	93
(37) COC(=O)c1ccc(-c2ccccc2Oc2ccc3nnc(Cl)n3n2)cc1
    95	107	105	88	99	95	84	89
(38) CCCC(=O)NC(c1ccc2c(c1)OC(F)(F)O2)c1cc(C)c2cccnc2c1O (configuration not stated)
    13	39	-15*	24	38	24	16	35
(39) CCOc1ccc(CN2CCN(CC(O)COc3ccc(OCC(O)CN4CCN(Cc5ccc(OCC)cc5)CC4)cc3)CC2)cc1 (configuration not stated)
    85	103	17	54	60	74	51	97
(40) Nc1ccc(Cl)cc1C(=O)O
    95	107	97	103	102	102	92	115

# Single records (already shown).
# Record of `Nc1ccc2nc(NC(=O)CN3CCCCC3)sc2c1` → SR = 103; HS 578T = 102; MDA-MB-468 = 94; T-47D = 102; BT-549 = 100; MCF7 = 96; K-562 = 98; MDA-MB-231 = 108
# Record of `COc1ccc(/C=C/C(=O)c2ccc3cc(OC)ccc3c2)cc1` → SR = 73; HS 578T = 97; MDA-MB-468 = 95; T-47D = 83; BT-549 = 100; MCF7 = 98; K-562 = 90; MDA-MB-231 = 101

# Other results
# Each structure is followed by: SR	HS 578T	MDA-MB-468	T-47D	BT-549	MCF7	K-562	MDA-MB-231
(41) Nc1ccc(C(=O)c2cccs2)cn1
    103	132	101	105	107	91	98	111
(42) CCCCCCCCCCCCCCCCCCNC(=O)Nc1cc(C(C)C)c(O)cc1C
    104	97	87	84	93	93	100	97
(43) CCCCNc1nc(-c2ccc(Cl)cc2)n2ncc(C#N)c2n1
    67	113	91	50	96	72	nt	95
(44) O=C(N/N=C1/C2CC3C(C2CO)[C@H]13)c1ccncc1 (some centres not stated)
    88	93	101	100	104	102	95	109
(45) Clc1ccc(N=Cc2ccccc2)cc1
    nt	112	117	86	83	93	68	111
(46) O=[N+]([O-])c1cc(O)cc2cccnc12
    104	102	104	102	97	88	117	100
(47) Nc1cc(SCc2ccccc2)nc(N)n1
    102	91	95	87	nt	96	102	104
(48) CC(=O)Nc1nc(C)c(-c2n[nH]c(=S)n2C)s1
    94	104	117	101	96	100	95	111
(49) C(CCSC1=NCCN1)CCSC1=NCCN1
    121	98	93	102	105	88	112	103
(50) O=C(C=C=Nc1ccccc1)C(=O)N=C=Cc1ccccc1
    3.7*	95	22	18	-7.6*	26	-19*	95
(51) O=C(CNc1c(Cl)cccc1Cl)Nc1ccccn1
    97	91	105	89	110	90	99	99
(52) COc1ccc(S(=O)(=O)NCCCNc2nccc(-c3[nH]c(-c4ccccc4)nc3-c3ccc(Cl)c(O)c3)n2)cc1
    62	112	78	54	88	73	55	61
(53) C[C@H](C(=O)N[C@@H](Cc1ccc(-c2ccc(S(=O)(=O)O)cc2)cc1)C(=O)NC1CC(C)(C)N(C)C(C)(C)C1)c1ccc(-c2ccccc2)c(F)c1
    103	95	91	96	84	94	110	115
(54) Cc1cc2ccccc2c[n+]1CC(O)c1ccccc1 (configuration not stated)
    91	104	100	91	108	92	106	97
(55) COC(=O)/C=C/c1cccc2c1C(=O)NC(C)(c1cc3cc(Cl)ccc3oc1=O)N2 (configuration not stated)
    36	82	53	58	52	52	50	84
(56) COc1ccc(NC(=O)c2c(Nc3ccc(OC)cc3OC)[nH]n3c(=O)cc(-c4ccccc4)nc23)c(OC)c1
    nt	77	57	84	77	98	77	95
(57) Cc1ccc(C2CC(c3ccc(Nc4nc(NCCO)nc(Nc5ccc(Cl)cc5)n4)cc3)=Nc3c(N)nc(N)nc3N2)cc1 (configuration not stated)
    nt	12	-80*	60	81	-68*	-53*	-74*
(58) CC(C)(O)Cc1ccccc1
    124	111&112	101&99	120&97	111&87	106&102	105&101	110&99
(59) S=C(S)Nc1ccccc1
    101&103	154&94	117&106	99	87	94&86	103&111	103&109
(60) O=S(=O)(NO)c1ccccc1
    99	118	115	107	120	110	95	115
(61) COc1ccccc1C(=O)NC(=S)Nc1ccc(-c2nc3ccccc3[nH]2)cc1
    14	36	75	80	32	21	48	-10*
(62) CCCCCCCCCCCC(=O)OCCP(=O)(OCC)OCC
    89	109	113	nt	116	101	103	101
(63) COc1ccc(/C(C)=N/N=C2C(=O)N(Cc3ccccc3)c3ccc(Br)cc32)cc1S(N)(=O)=O
    nt	72	54	39	63	67	65	74
(64) Cc1nn(-c2ccc([N+](=O)[O-])cc2)c2ncnc(N/N=C/c3cccc(F)c3)c12
    112	98	80	81	91	80	76	91
(65) NC(=O)N(N)CCO
    98	98	96	92	109	98	99	101
(66) CCOC(=O)c1[nH]cc2c1CCc1sc(Nc3ncccn3)nc1-2
    85	104	103	83	103	99	98	117
(67) O=C(N/N=C/c1ccc(Cl)cc1Cl)c1ccccc1Nc1cccc(C(F)(F)F)c1
    56	49	nt	83	-57*	280	35	49
(68) CC(=O)/C(=C/c1ccccc1Br)C(=O)c1ccccc1
    12	88	100	32	73	25	56	76
(69) O=[N+]([O-])c1ccccc1N1CCCCC1
    102	121	110	101	112	97	102	104
(70) C=C1C(=O)O[C@H]2[C@H]1CC/C(COC(=O)c1cccnc1)=C\CC[C@@]1(C)O[C@@H]21
    21	90	18	56	68	21	16	80
(71) COc1ccc(-c2nn(-c3cccc(NS(=O)(=O)c4ccc(C)cc4)c3)cc2-c2ccncc2)cc1Cl
    78	85	nt	79	67	94	92	104
(72) Oc1ccc(-c2ccc3c(c2)ncn3-c2ccccc2)cc1
    nt	66	95	55	81	60	48	91
(73) COc1ccc(NC(=O)CSc2nc(C)c(C(C)=O)n2-c2ccccc2)cc1
    111	76	85	104	95	96	107	93
(74) COc1cc(C(=O)n2nc(N3CCN(C)CC3)c3cc(N)ccc32)cc(OC)c1OC
    13	45	0.6*	58	28	12	10	50
(75) O=C1CNC(=O)CN1
    108	135	100	92	94	101	102	104
(76) CN(C)CCC=C1c2ccccc2C=Cc2ccccc21
    92&77&80	86&87&68	76&77&39	92&100&72	93&96&97	92&104&90	81&81&63	79&87&93
(77) N=C1c2nc3n(c2C(=O)c2nc4n(c21)CCCCC4)CCCCC3
    92	112	100	116	110	94	102	117
(78) Cc1nc(-c2cc3ccccc3oc2=O)ccc1C(=O)/C=C/c1ccc(Cl)cc1
    94	104	100	86	95	81	102	107
(79) CCOc1ccnc(OCC)n1
    102	nt	100	108	99	88	110	112
(80) CC1(C)CC[C@]2(C(=O)O)CC[C@]3(C)C(=CCC4[C@@]5(C)C[C@@H](O)[C@@H]6OC(c7cccs7)OC[C@@]6(C)C5CC[C@]43C)C2C1 (some centres not stated)
    84	98	24	91	87	88	73	90
(81) COc1cc(-c2c3c(cn2S(=O)(=O)c2ccccc2)-c2nc(Nc4ccccc4)sc2CC3)cc(OC)c1OC
    61	86	82	64	93	68	nt	76
(82) COc1ccc(/C=C/C(=O)Nc2ccc(Cl)cc2)cc1OC
    80	108	100	76	121	83	57	104
(83) CCOC(=O)/C(Cl)=C\OC(=O)c1ccccc1
    nt	122	71	89	nt	81	93	100
(84) CN(C)c1ccc(/C=N/n2c(-c3cc(F)c(Cl)cc3Cl)nn(CNc3ccc(F)cc3)c2=S)cc1
    98	90	nt	72	70	88	45	98
(85) NCCCCCCN
    113	100	102	99	101	95	127	108
(86) Cc1ccc(C(=O)NC2CCCCC2)cc1
    106	106	105	91	94	94	102	102
(87) CCOc1ccc(C(=O)OCCNCC(C)C)cc1N
    92	93	102	87	104	98	102	105
(88) O=C1NNC(=NCC(=O)N2C(=O)C(=O)c3ccccc32)Nc2ccccc21
    103	118	109	103	104	105	104	104
(89) COc1ccccc1CC(CC(=O)O)C(=O)O (configuration not stated)
    94	116	111	110	98	100	98	111
(90) OCC(O)C(O)C(O)C(O)C(O)C(O)CO (configuration not stated)
    nt	100	92	nt	93	95	104	nt
(91) N#Cc1c(-c2ccccc2)cc(-c2ccccc2)n(CCCC(=O)O)c1=O
    92	107	-27*	89	84	60	94	95
(92) CCC1([N+](=O)[O-])COC(/C=C/c2ccccc2)OC1 (configuration not stated)
    88	113	117	93	105	99	90	99
(93) CCN1CC2=C(Nc3nc(SC)[nH]c(=O)c3C2c2ccc(Br)cc2)/C(=C/c2ccc(Br)cc2)C1 (configuration not stated)
    50	104	86	96	108	69	64	95
(94) Nc1cc(-c2c[nH]c3ccc(Cl)cc23)nc2cc(-c3c[nH]c4ccccc34)nn12
    10	-3.2*	-72*	-5.2*	nt	-68*	6.3*	-79*
(95) CCN(CC)CC[n+]1cc2cc(OC)c(OC)cc2c2ccc3cc4c(cc3c21)OCO4
    -11*	-4.1*	-27*	16	-4.7*	11	2.6*	-19*
(96) CCOc1ccccc1/C=N\NC(=O)C(=O)N/N=C\c1ccccc1OCC
    97&104	110&79	115&90	113&94	99&87	90&90	100&89	92&76
(97) C=C(C)[C@@H]1CC[C@]2(C#N)CC[C@]3(C)[C@H](CC[C@@H]4[C@@]5(C)CCC(=O)C(C)(C)[C@@H]5CC[C@]43C)[C@@H]12
    nt	94	88	92	103	89	102	104
(98) CCOC(=O)C(Nc1ccc(SC)cc1)c1ccccc1 (configuration not stated)
    90	99	109	92	95	96	96	116
